# Shiga toxin inh: blocks Shiga toxin action in Vero cells; Vero cells, Shiga toxin protein synthesis inhibition reporter; hit rate 9.2% among 290,000; AID 2315; inhibition, % at 38.7 µM; in the data active means inhibition mostly above about 28%, no sharp cut-off; inactive means mostly below about 43%; further: 0% is about no effect
# Pf growth 96h: P. falciparum growth inhibition at 96 hours | P. falciparum luciferase reporter growth, 96 h | AID 504834 | hit rate 6.9% among 320,000 | Potency, µM (top dose mostly 28.7 µM), without a hit: at the highest dose activity change, negative = inhibition, hits mostly inhibitors; further: potency means the concentration at half of the fitted maximal effect; on the % scale 0 is the no-effect control and ±100 the full control effect
#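 P. falciparum expressing integrated firefly luciferase grown in erythrocytes (2% hematocrit, 0.05% parasitemia final) with compounds for 96 hours at 37 C, 5% CO2. Growth inhibition read as loss of luminescence after adding luciferase detection reagent.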
# AmpC inh no detg: inhibitors of E. coli AmpC beta-lactamase without detergent | AmpC nitrocefin hydrolysis, absorbance 480 nm, 0.0001% Triton | Potency, µM (highest dose often 57.1 µM), without a hit: top-dose activity change, negative = inhibition, actives largely listed as inhibitors | hit rate 0.52% among 330,000;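 further: potency means the concentration at half of the fitted maximal effect; plate controls were no compound for no effect and no enzyme for full effect; nearly all actives have a fitted effect of over 20% in size; some results filed as inactive show a strong effect at the top dose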
# Target sequence (P00811 whole entry, looked up): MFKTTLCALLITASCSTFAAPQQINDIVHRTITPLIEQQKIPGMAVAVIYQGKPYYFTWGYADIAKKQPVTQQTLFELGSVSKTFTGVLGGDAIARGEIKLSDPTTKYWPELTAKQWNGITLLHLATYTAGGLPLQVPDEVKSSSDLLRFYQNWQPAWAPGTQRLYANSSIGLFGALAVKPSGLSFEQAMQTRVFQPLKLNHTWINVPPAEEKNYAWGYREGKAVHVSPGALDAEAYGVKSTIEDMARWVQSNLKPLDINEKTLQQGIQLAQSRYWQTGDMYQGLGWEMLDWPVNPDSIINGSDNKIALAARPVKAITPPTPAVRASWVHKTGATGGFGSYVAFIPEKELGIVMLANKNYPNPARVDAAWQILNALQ
#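 20 mM phosphate pH 7.0 + 0.01% (detergent screen) or 0.0001% Triton X-100; 5.3 nM AmpC reagent; cpd preinc 15 min RT; nitrocefin (800 uM stock) to start; A480 q20 s × 4 min; Activity was normalised to no-enzyme and no-compound control wells.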
# Cycloheximide cs: affects cycloheximide protein synthesis inhibition readout, counter-screen | hit rate 12% among 300,000 | max response, % | AID 2314 | cell reporter, cycloheximide protein synthesis inhibition counterscreen; in the data active means max response mostly above about 13%, no sharp cut-off; inactive means mostly below about 14%; further: read at 38.3 µM for the half of the compounds with a filed dose; 0% is about no effect
# Pf growth 48h: P. falciparum growth inhibition at 48 hours (one generation); Potency, µM (doses to about 28.7 µM), without a hit: at the highest dose activity change, negative = inhibition, most hits filed as inhibitors; AID 504832; P. falciparum luciferase growth in erythrocytes, 48 h; hit rate 5.9% among 310,000; further: potency means the concentration at half of the fitted maximal effect; on the % scale 0 is the no-effect control and ±100 the full control effect
#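 Compounds are pin-transferred into medium, infected erythrocytes (2% hematocrit, 0.1% parasitemia final) are added, and plates sit one parasite generation at 37 C in 5% CO2. Detection reagent is then added and luminescence measured.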
# Tb PYK inh: blocks Trypanosoma brucei pyruvate kinase; Q57TT1; TbPYK enzyme, Kinase-Glo Plus ATP luminescence, 45 min; Potency, µM (titrated, usually from 76.8 µM), for the others: top-dose activity, negative = inhibition, usual class: inhibitors; hit rate 0.12% among 410,000; further: potency means the concentration at half of the fitted maximal effect; on the % scale 0 is the no-effect control and ±100 the full control effect; nearly all actives have a fitted effect of over 50% in size
#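 Assay buffer: 50 mM TEA pH 7.2, 100 mM KCl, 10 mM MgCl2, 0.05% BSA, 0.01% Tween-20. Pyruvate kinase from T. brucei plus substrate met compound, then ADP (130 uM final). Luminescence was read post 45 min RT.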
# LmPK inhibitor: LmPK (Leishmania mexicana) enzyme inhibition; hit rate 0.37% among 290,000; Potency, µM (series often up to 57.5 µM), for inactives: at the highest dose activity change, negative = inhibition, most hits filed as inhibitors; purified LmPK, Kinase-Glo ATP luminescence, 1 h; Q27686; AID 1721; further: potency means the concentration at half of the fitted maximal effect; on the % scale 0 is the no-effect control and ±100 the full control effect
# Target sequence (Q27686 whole entry, looked up): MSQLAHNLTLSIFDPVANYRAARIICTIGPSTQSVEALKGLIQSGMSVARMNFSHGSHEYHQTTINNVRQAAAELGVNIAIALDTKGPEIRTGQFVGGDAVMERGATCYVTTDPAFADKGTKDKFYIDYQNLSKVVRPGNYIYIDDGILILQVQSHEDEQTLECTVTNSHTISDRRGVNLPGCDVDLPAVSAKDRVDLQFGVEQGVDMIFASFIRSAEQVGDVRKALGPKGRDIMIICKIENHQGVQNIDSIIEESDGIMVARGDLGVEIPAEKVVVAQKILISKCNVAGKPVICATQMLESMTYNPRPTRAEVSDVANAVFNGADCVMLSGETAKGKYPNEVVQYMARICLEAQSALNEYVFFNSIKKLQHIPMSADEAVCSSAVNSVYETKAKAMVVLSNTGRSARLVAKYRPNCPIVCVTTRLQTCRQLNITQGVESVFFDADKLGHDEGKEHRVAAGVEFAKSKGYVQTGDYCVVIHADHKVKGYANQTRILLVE
#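 Purified LmPK (0.1 nM) converted ADP (0.1 mM) to ATP with PEP (0.5 mM) in imidazole buffer pH 7.2 with KCl and MgCl2, 1 h at room temperature. ATP was read by Kinase-Glo luminescence; data normalized to uninhibited and no-enzyme controls.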
# Numbers without * were called inactive; ? = inconclusive; / = not tested or not shown; & = joins results of further samples; [ ] = dose if it differs, or a comment. Unless noted, the call rests on the fitted dose curve; in most records, active means well fitted curve in the direction sought with a large enough effect; inconclusive means small, poorly fitted or top-dose-only effect, or another doubt; inactive means no such curve, though single readings can be large; an effect the other way counts as inactive or inconclusive. No enrichment for hits. Share with any hit: about 22%.
# Start of the data: the first 4 compounds as a preview:
(1) O=C(N/N=C/c1c[nH]c2ccccc12)c1sc2ccccc2c1Cl
(2) Cc1csc(N/N=C/c2ccc(O)c([N+](=O)[O-])c2)n1
(3) Clc1ccc(-c2cc(-c3ccccn3)on2)c(Cl)c1
(4) CC1CN(CCCCOc2ccc(C(C)C)cc2)CC(C)O1 (stereo not given)

compound no.	1	2	3	4
AmpC inh no detg	-51%	-50%	-21%	100%[activator]
Pf growth 48h	54%[activator]	/	52%[activator]	/
Cycloheximide cs	25*	5	29*	-4
LmPK inhibitor	-2%	?	16µM*	-20%
Pf growth 96h	-27%	?	/	/
Shiga toxin inh	19*	17	48	-8
Tb PYK inh	1%	-17%	-11%	-2%

# This part in full (from the top)
(1) O=C(N/N=C/c1c[nH]c2ccccc12)c1sc2ccccc2c1Cl
(2) Cc1csc(N/N=C/c2ccc(O)c([N+](=O)[O-])c2)n1
(3) Clc1ccc(-c2cc(-c3ccccn3)on2)c(Cl)c1
(4) CC1CN(CCCCOc2ccc(C(C)C)cc2)CC(C)O1 (stereo not given)
(5) Cc1ccccc1C[C@H](C(=O)O)N1C(=O)c2ccc(C(=O)O)cc2C1=O
(6) CCOC(=O)c1cccc(NC(=O)c2cc(C)nn2-c2ccccc2)c1
(7) CC(C)CC(OC(=O)c1cccs1)C(=O)NCC1CCCO1 (stereo not given)
(8) CS/C(=N\S(=O)(=O)c1cccs1)Nc1cccc(Cl)c1C
(9) COc1ccc(S(=O)(=O)N2CCN(C(=O)Cc3ccsc3)CC2)cc1
(10) Cc1ccccc1CNC(=O)c1ccccc1N

compound no.	1	2	3	4	5	6	7	8	9	10
AmpC inh no detg	-51%	-50%	-21%	100%[activator]	-29%	12%	-7%	-25%	-18%	-18%
Pf growth 48h	54%[activator]	/	52%[activator]	/	8%	0%[0.00184 µM]	3%	0%	-7%	/
Cycloheximide cs	25*	5	29*	-4	-8	-1	-4	0	/	2
LmPK inhibitor	-2%	?	16µM*	-20%	/	3%	3%	0%	/	0%
Pf growth 96h	-27%	?	/	/	1%	4%	/	2%	-1%	-15%
Shiga toxin inh	19*	17	48	-8	-10	-5	-10	-11	/	-3
Tb PYK inh	1%	-17%	-11%	-2%	/	6%	-1%	7%	-6%	-7%

(11) CC1(C)CC(=O)C2=C(C1)N(C1CCCCC1)C(=O)C2(O)C(F)(F)F (stereo not given)
(12) CCOc1ccc(S(=O)(=O)N2CCCC(C(=O)NCc3ccncc3)C2)cc1 (stereo not given)
(13) CC1=CCC2C(=O)N(c3cccc(C(=O)N(C)C4CCCCC4)c3)C(=O)C2C1 (stereo not given)
(14) CSc1nc(C)nc(C2CC2)c1C#N
(15) N#CCC(=O)N/N=C/c1ccc(SCC(=O)Nc2ccccc2)o1
(16) CCCCNC(=O)Cc1c(O)c2ccccc2[nH]c1=O
(17) Cc1cc(C)cc(NC(=S)Nc2ccc(Cl)c(Cl)c2)c1
(18) COc1ccc(S(=O)(=O)N2CCC3(CC2)OCCN3S(=O)(=O)c2ccc(OC)cc2)cc1
(19) O=C(NCCCN1CCOCC1)c1ccc(CS(=O)(=O)Cc2ccc(Cl)cc2)o1
(20) O=C(/C=C/c1ccco1)NCc1ccco1

compound no.	11	12	13	14	15	16	17	18	19	20
AmpC inh no detg	2%	38%	64%[activator]	-17%	-34%	-19%	-6%[2.29 µM]	-29%	0%	-15%
Pf growth 48h	/	0%	-23%	11%	-7%	7%	13µM*	?	11%	19%
Cycloheximide cs	-2	-2	-2	-1	2	-1	-2	/	-4	-2
LmPK inhibitor	-5%	-6%	0%	0%	1%	5%	1%	/	0%	6%
Pf growth 96h	?	3%	-28%	10%	?	/	13%	9.3µM*	?	55%[activator]
Shiga toxin inh	-30	-11	-1	-4	17	22	-12	/	27	-3
Tb PYK inh	/	-8%	7%	-4%	1%	7%	1%	1%	1%	-4%

(21) C/C(=C\c1cc(C(=O)O)c(C)o1)CO
(22) CC(=O)NCc1ccc(S(=O)(=O)N2CCCN(C)CC2)cc1
(23) Cc1ccc(NC(=O)C2CCN(C(=O)NC3CCCCC3)CC2)cc1
(24) CCOc1cccc(C(=O)N(Cc2cccc(F)c2)C2CCS(=O)(=O)C2)c1 (stereo not given)
(25) COc1ccc(NC(=O)COC(=O)Cc2ccccc2[N+](=O)[O-])cc1OC
(26) CC1CCC(C(C)C)C(OC(=O)COC(=O)c2cccn2C)C1 (stereo not given)
(27) CCN(CC)CCCNC(=O)c1cc(-c2ccccc2)c(N2CCCCC2)s1
(28) CCn1c(CNC(=O)c2cccs2)n[nH]c1=S
(29) CCOc1ccc(CCNC(=O)CN2C(=O)NC3(CCCC3)C2=O)cc1OCC
(30) Cc1cccc(C(=O)NCC(=O)N(C)CC(=O)Nc2ccc(N3CCOCC3)cc2)c1

compound no.	21	22	23	24	25	26	27	28	29	30
AmpC inh no detg	-7%	-21%	-12%	17%	-24%	-3%	26%	-8%	31%	4%
Pf growth 48h	16%	1%	?	-7%	31%[activator]	?	-25%	-7%	9%	13%
Cycloheximide cs	1	-5	-4	-3	15	-2	-2	-1	-5	-2
LmPK inhibitor	-9%	10%	-1%	-4%	4%	-1%	0%	7%	-5%	-5%
Pf growth 96h	0%	37%[activator]	2%	6%	8%	0%[5.75 µM]	?	23%	17%	50%[activator]
Shiga toxin inh	-10	8	12	-3	45	46	-6	-1	21	-7
Tb PYK inh	-7%	-18%	-7%	0%	2%	-1%	1%	-18%	6%	2%

(31) CCOC(=O)N1CCN(C(=O)COc2ccc(S(=O)(=O)NC(C)C)cc2)CC1
(32) Cc1nc(C2CC(=O)OC23CCCCC3)cs1 (stereo not given)
(33) CCC(C)N(C)C1CCN(C(=S)Nc2ccc(OC)cc2)CC1 (stereo not given)
(34) FC(F)(F)c1cc(-c2ccc(Cl)cc2)nc2ncnn12
(35) COc1cccc(CNS(=O)(=O)c2ccc3c(c2)CC(C)N3C(=O)C2CCC2)c1 (stereo not given)
(36) O=[N+]([O-])c1ccc(Oc2cnc3ccccc3n2)cc1
(37) CCOC(=O)CC(=O)CSc1nc(N)c(C#N)c(-c2ccc(Cl)cc2)c1C#N
(38) COc1ccccc1CSc1ncc(-c2ccc([N+](=O)[O-])cc2)[nH]1
(39) COc1ccc(-c2ncncc2-c2ccccc2)c(O)c1
(40) O=C(COC(=O)Cc1ccc(Cl)cc1)Nc1ccc2[nH]c(=O)[nH]c2c1

compound no.	31	32	33	34	35	36	37	38	39	40
AmpC inh no detg	-3%	-15%	-26%	-11%	-35%	-6%	-36%	-36%	-18%	-27%
Pf growth 48h	-19%	-2%	-9%	/	-10%	28%	?	37%[activator]	?	43%[activator]
Cycloheximide cs	-3	1	2	-2	9	30	-8	29*	-1	/
LmPK inhibitor	4%	0%	-2%	-1%	4%	-3%	-1%	2%	3%	/
Pf growth 96h	20%	10%	-7%	?	-9%	35%[activator]	/	?	?	53%[activator]
Shiga toxin inh	-8	-14	-9	-3	-3	84	-9	54*	4	/
Tb PYK inh	2%	-3%	3%	0%	-14%&-10%	5%	-2%	4%	-1%	-2%

(41) COc1ccc(CC(=O)c2ccccc2C(=O)O)cc1
(42) COc1ccc(S(=O)(=O)N2CCC(C(=O)NCCCN3CCOCC3)CC2)cc1
(43) CCn1c(O)c(C=Nc2ccccc2)sc1=O
(44) CN(c1ccccc1)S(=O)(=O)c1cccc(NC(=O)c2ccc(=O)[nH]c2)c1
(45) O=S(=O)(c1ccc(F)cc1)n1ccc(-c2cccc(OCc3c(F)cccc3Cl)c2)n1
(46) O=C(CSc1ccccc1[N+](=O)[O-])NC1CCS(=O)(=O)C1 (stereo not given)
(47) CC1(C)C(C=C(Cl)Cl)C1C(=O)N/N=C/c1ccccc1F (stereo not given)
(48) COc1cc(C(=O)OCC(=O)NCCCc2ccccc2)ccc1OCC(C)C
(49) Cn1cc(Cl)c(C(=O)N2CCN(c3ncccn3)CC2)n1
(50) CCc1ccc(C2C(C#N)=C(N)N(N3CCOCC3)C3=C2C(=O)CC(C)(C)C3)s1 (stereo not given)

compound no.	41	42	43	44	45	46	47	48	49	50
AmpC inh no detg	-11%	-3%	0%	-27%	-19%	-11%	-20%	9%	-8%	48%
Pf growth 48h	14%	35%[activator]	32%[activator]	?	?	5%	?	?	33%[activator]	-6%
Cycloheximide cs	-5	0	7	/	10	-4	1	-2	-3	-5
LmPK inhibitor	3%	4%	0%	/	1%	-5%	1%	-5%	-4%	1%
Pf growth 96h	-10%	21%	3%	?	?	?	248%[activator]	5.9µM*	3%	?
Shiga toxin inh	-11	18	35	/	-9	-5	-3	-14	1	26
Tb PYK inh	-3%	2%	2%	2%	3%	-6%	-20%	-4%	2%	4%

(51) C=CCN1C(c2ccccc2)=CS/C1=C(\C#N)c1nnc2n1CCCCC2
(52) Cc1ccc(NC(=O)CSc2ccc(-c3ccccn3)nn2)cc1
(53) COc1ccc(CN2C(=O)c3cccnc3C2=O)cc1S(=O)(=O)NCc1ccccc1
(54) CCOC(=O)/C(C#N)=C/c1ccc(OC(=O)c2ccco2)c(OCC)c1
(55) CCCC[n+]1ccn(-c2nc3ccccc3nc2[N-]S(=O)(=O)c2ccc(C)cc2)c1
(56) Cc1ccc([N+](=O)[O-])cc1N=C(c1ccc([N+](=O)[O-])cc1)N1CCOCC1
(57) Cn1c(=O)c(C(=O)NC2CCCCCC2)c(O)c2ccccc21
(58) Cn1c(=O)cc(SCC(=O)N2CCCC2)c2cc(Cl)ccc21
(59) Cc1ccccc1NC(=O)c1cc(N)ccc1N1CCCCC1
(60) CC(C)C(NC(=O)OCc1ccccc1)C(=O)OCC(=O)N1C(C)CCCC1C (stereo not given)

compound no.	51	52	53	54	55	56	57	58	59	60
AmpC inh no detg	30%	-25%	-3%	-19%	58%	39%	-20%	-29%	2%	77%[activator]
Pf growth 48h	?	?	12%	7%	/	?	3%	21%	-25%	/
Cycloheximide cs	7	28	-8	-2	0	5	5	-1	-2	10
LmPK inhibitor	8%	0%	7%	0%	0%	3%	2%	-7%	-1%	10%
Pf growth 96h	-3%	?	33%[activator]	?	1%	8.3µM*	?	2%	4%	?
Shiga toxin inh	14	17	-2	-8	-7	2	2	-4	-8	53
Tb PYK inh	-14%	-3%	-5%	-4%	10%	4%	0%	/	3%	13%

(61) CC(C)(C)c1ccc(C(=O)NCC(=O)N2CCNC(=O)C2)cc1
(62) CCN(CC)C(=O)Cn1cc(C(=O)C(=O)N(CC)C2CCCCC2)c2ccccc21
(63) CCCc1nc2ccccc2n1C(=S)SC
(64) COc1cc(CN2CCNC(=O)C2CC(=O)NCCCN2CCOCC2)cc(OC)c1 (stereo not given)

compound no.	61	62	63	64
AmpC inh no detg	-17%	148%[activator]	-9%	28%
Pf growth 48h	29%	-10%	5%	2%
Cycloheximide cs	-2	1	-3	-2
LmPK inhibitor	-3%	5%	0%	-5%
Pf growth 96h	33%[activator]	?	?	?
Shiga toxin inh	-4	-8	-6	-9
Tb PYK inh	3%	-11%	4%	-2%

# Source: PubChem
